# TRb SRC2 PPI – qHTS for Inhibitors of the Interaction of Thyroid Hormone Receptor and Steroid Receptor Coregulator 2; Thyroid hormone receptor beta (Homo sapiens), P10828; TRbeta-SRC2 peptide binding, fluorescence polarization; receptor liganded with 1 µM T3; Potency, µM (highest dose often 106 µM), for the others: top-dose activity change, negative = inhibition, most hits filed as inhibitors; 280,000 tested, 0.065% active; AID 1469, 2008;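 also: plate controls were bound peptide for no effect and peptide without receptor for full effect; nearly all actives have a fitted effect of over 50% in size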
#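 Binding of a 20-amino-acid Texas Red SRC2 peptide (20 nM) to TRb ligand-binding domain (0.6 uM) with agonist T3 at 1 uM was followed by fluorescence polarization after a 5 hr room-temperature incubation.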
# TR SRC2 fluor cs – Total Fluorescence Counterscreen for Inhibitors of the Interaction of Thyroid Hormone Receptor and Steroid Receptor Coregulator 2 | AID 1479, 2009 | Potency, µM (top dose mostly 106 µM), inactives show top-dose fluorescence change, negative = quenching | 280,000 tested, 0.29% active | TRb/SRC2 Texas Red total fluorescence interference; active = well fitted curve in either direction with a large enough effect; inconclusive = small, poorly fitted or top-dose-only effect; also: % is scaled to controls: 0 for no effect and ±100 for the full control effect
#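 Flags fluorescent or light-absorbing compounds by total fluorescence, S + 2P, at 555 nm excitation and 632 nm emission. Mixture: 20 nM Texas Red SRC2 peptide, 0.6 uM human TRb LBD, 1 uM T3, 5% DMSO; compound exposure 5 h at ambient temperature.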
# RECQ1 helicase – qHTS Assay for Inhibitors of RecQ-Like Dna Helicase 1 (RECQ1); ATP-dependent DNA helicase Q1 (Homo sapiens), P46063; RECQ1 DNA unwinding, red fluorescence kinetic read; Potency, µM (doses to about 57.3 µM), for the others: at the highest dose activity, negative = inhibition, actives largely listed as inhibitors; 240,000 tested, 0.54% active; AID 2549, 2010;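 also: plate controls were vehicle for no effect and no enzyme for full effect; nearly all actives have a fitted effect of over 30% in size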
#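 RECQ1T1 50 nM; forked duplex (20 bp + 30-nt ss tails) 200 nM, ATP 2 mM final; pH 8.0, 2 mM MgCl2, 2.5 ug/ml poly(dI-dC); 15 min compound preincubation; discontinuous kinetic read over 2 h at RT.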
# JMJD2E inh – qHTS Assay for Inhibitors of Human Jumonji Domain Containing 2E (JMJD2E); Lysine-specific demethylase 4E (Homo sapiens), B2RXH2; 230,000 tested, 1.6% active; JMJD2E catalytic domain, FDH-coupled NADH fluorescence (FDH is formaldehyde dehydrogenase); Potency, µM (series often up to 57.1 µM), inactives show at the highest dose activity change, negative = inhibition, most hits filed as inhibitors; active = well fitted inhibition curve with a large enough effect, not every such curve was filed as active; inconclusive = small, poorly fitted or top-dose-only effect, or another doubt; inactive = no such curve, though single readings can be large or run the other way;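 also: 0% = wells with enzyme and -100% = buffer wells without enzyme; nearly all actives have a fitted effect of over 50% in size; many of its hits are not listed in these tables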
# Target sequence (B2RXH2 1-337 limits assumed): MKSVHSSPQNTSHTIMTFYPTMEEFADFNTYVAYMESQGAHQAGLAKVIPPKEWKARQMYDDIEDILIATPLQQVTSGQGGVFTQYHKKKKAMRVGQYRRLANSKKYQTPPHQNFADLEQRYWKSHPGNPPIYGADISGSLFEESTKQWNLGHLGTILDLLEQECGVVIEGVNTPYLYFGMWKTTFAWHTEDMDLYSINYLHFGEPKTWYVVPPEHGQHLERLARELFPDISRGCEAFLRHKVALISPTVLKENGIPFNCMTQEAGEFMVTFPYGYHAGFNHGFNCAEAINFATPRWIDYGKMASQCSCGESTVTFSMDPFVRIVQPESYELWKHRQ
# RGS12 GoLoco inh – qHTS Assay for Inhibitors of RGS12 GoLoco Motif Activity (Red Fluorophore); Gai1:RGS12 GoLoco peptide FP, rhodamine, 10 min; Potency, µM (series often up to 61.6 µM), inactives show at the top dose activity, negative = inhibition, actives largely listed as inhibitors; 230,000 tested, 0.44% active; AID 880, 2007; active = well fitted inhibition curve with a large enough effect, not every such curve was filed as active; inactive = no such curve, though single readings can be large or run the other way; also: % is scaled to controls: 0 for no effect and ±100 for the full control effect; nearly all actives have a fitted effect of over 30% in size; many of its hits are not listed in these tables
# Target sequence (P63096 whole entry, looked up): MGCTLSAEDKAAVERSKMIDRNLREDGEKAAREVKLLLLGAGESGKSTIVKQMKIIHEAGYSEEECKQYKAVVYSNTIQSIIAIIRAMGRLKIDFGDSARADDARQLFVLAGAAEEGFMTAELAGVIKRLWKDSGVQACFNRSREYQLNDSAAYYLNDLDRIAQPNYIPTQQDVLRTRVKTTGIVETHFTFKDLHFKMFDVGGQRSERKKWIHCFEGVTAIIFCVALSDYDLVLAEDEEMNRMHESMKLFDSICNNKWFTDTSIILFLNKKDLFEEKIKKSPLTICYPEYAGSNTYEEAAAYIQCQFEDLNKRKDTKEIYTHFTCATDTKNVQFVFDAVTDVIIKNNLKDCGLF
# ALDH1A1 inh – qHTS Assay for Inhibitors of Aldehyde Dehydrogenase 1 (ALDH1A1); Potency, µM (highest dose often 75.3 µM), for inactives: at the highest dose activity, negative = inhibition, actives largely listed as inhibitors; Purified ALDH1A1, NADH fluorescence, propionaldehyde substrate; 220,000 tested, 7.3% active; AID 1030, 2008; active = well fitted inhibition curve with a large enough effect, not every such curve was filed as active; inconclusive = small, poorly fitted or top-dose-only effect, or another doubt; inactive = no such curve, though single readings can be large or run the other way;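 also: plate controls were no enzyme wells and a reference inhibitor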
# Lamin A splicing – qHTS Assay for Modulators of Lamin A Splicing; HeLa LMNA splicing GFP/RFP minigene ratio, 48 h; Potency, µM (titrated, usually from 46.1 µM), for the others: at the highest dose ratio change, negative = inhibition, most hits filed as inhibitors; 200,000 tested, 0.01% active; AID 1487, 2009; active = well fitted inhibition curve with a large enough effect in the signal ratio, with a control signal flat, not every such curve was filed as active; inconclusive = small, poorly fitted or top-dose-only effect, or effect the other way, or a change in a side signal; the % refers to the signal ratio; also: % is scaled to controls: 0 for no effect and ±100 for the full control effect
#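 S3 HeLa cells stably expressing lamin A-EGFP splicing minigene plus DsRed2, 600 cells/well, 48 h compound exposure at 37C. Laser-scanning cytometry; analysed as GFP (500-530 nm)/RFP (575-640 nm) total intensity ratio; 0.5% DMSO vehicle.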
# SMN2 splice enh – qHTS Assay for Enhancers of SMN2 Splice Variant Expression; HEK293 SMN2-luciferase splicing reporter, luminescence, 30-36 h; 210,000 tested, 2.8% active; AID 1458, 2008; Potency, µM (highest dose often 46.1 µM), for the others: at the highest dose activity change, positive = activation, usual class: activators; also: % of control where 0% means no effect; nearly all actives have a fitted effect of over 55% in size
#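 HEK293 cells carry an SMN2 […]–luciferase reporter in which exon 7 inclusion puts luciferase in frame. Cells were plated 10-12 h before compound addition, then incubated 30-36 h at 37C. ONE-Glo luminescence was read; sodium butyrate at 4.5 mM final served as control.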
# * marks the source's active call; other numbers are inactive results; i = inactive; ? = inconclusive; . = no result given; & = joins results of further samples; [ ] = another dose, or the depositor's remark. Unless noted, calls follow the shape of the dose curve; as a rule, active = well fitted curve in the direction sought with a large enough effect; inconclusive = small, poorly fitted or top-dose-only effect, or another doubt; inactive = no such curve, though single readings can be large; an effect the other way counts as inactive or inconclusive. Potency is read from the fitted curve at half-maximal effect. A portion of the library; rates above refer to the full screens.
Molecule	TRb SRC2 PPI	TR SRC2 fluor cs	RECQ1 helicase	JMJD2E inh	RGS12 GoLoco inh	ALDH1A1 inh	Lamin A splicing	SMN2 splice enh
Cc1cccc(/C(N)=N/OC(=O)C23CC4CC(CC(C4)C2)C3)c1	10%	-3%	1%	0%	1%	-3%	?	-30%[inhibitor]
O=C(CSc1nc2ccccc2c(=O)n1NC(=O)c1ccccc1)c1ccc(Cl)cc1	0%	-4%	-6%	-4%	7%	-16%	5%	?
CCOc1cc(CNCCSc2nnnn2C)cc(Br)c1OCc1ccccc1	1%	0%	i	-4%	1%	?	?	.
O=C(CN1CCN(c2ncccn2)CC1)N1CCCc2c1c(=O)oc1ccc(O)cc21	5%	-4%	i	-13%	1%	0.79µM*	5%	-2%
O=C(O)c1ccccc1-c1ccc(/C=C/c2cc(C(F)(F)F)[nH]c(=O)n2)o1	-2%	6%	?	?	4%	?	-11%[46 µM]	7%
COc1cccc(Cn2c(=O)c(C)nc3cnc(Oc4cccc(Cl)c4)nc32)c1	.	.	-11%	.	40%[activator]	?	.	-17%
CCOC(=O)c1c(-c2ccc(OC)cc2)csc1NC(=O)CSc1ccccc1	0%	5%	-13%	0%	53%[activator]	-3%	?	-19%
O=C(NNC(=S)NCCc1ccccc1)c1ccc(Br)s1	7%	0%	-11%	1%	10%	-6%	?	-3%
COc1ccccc1N1CCN(C(=O)CCCCCn2c(=O)[nH]c3ccsc3c2=O)CC1	3%	2%	-15%	6%	-3%	-3%	-11%[46 µM]	-13%
CCOC(=O)c1cnc(SCC(=O)Nc2ccccc2C(=O)OC)nc1N	0%	1%	-4%	-27%	9%	?	?	-91%[inhibitor]
CCN(CC)S(=O)(=O)c1cc(NC(=O)[C@@H](NC(N)=O)C(C)C)ccc1C	-7%	-2%	-7%	5%	9%	15%	-10%[9.22 µM]	-3%
CCCCN(CCCC)CCn1cnc2c([nH]c3ccc(OC)cc32)c1=O	-1%&2%	-1%&-3%	-1%	?	11%	-13%	-15%	-10%&5%
CCCC(=O)N/C(N)=N/c1nc(C)c2cc(C)ccc2n1	2%	-6%	-4%	-27%	9%	.	.	.
CN(C)/C=C(\C#N)C(=O)N/N=C/c1ccc(F)cc1	-4%	0%	2%	-6%	3%	4%	3%[46 µM]	5%
O=C(Nc1cccc(Cl)c1N1CCCCC1)c1ccc(N2CCOCC2)c([N+](=O)[O-])c1	-7%	-7%	-9%	-2%	-2%	5%	0%	-19%
Nc1ccc(C23CC4CC(CC(C4)C2)C3)cc1	-1%	2%	-2%	2%	-1%	?	?	-3%
CC(=O)N/N=C(\C)CC(=O)NC(C)(C)C	-6%	-5%	-2%	13%	4%	-1%	.	2%
Cc1cc(C)c(C(N)=O)c(SCC(=O)c2ccc(Cl)cc2)n1	6%	0%	13%	5%	0%	-4%	-8%	-20%
CC(=O)OC(C(=O)Nc1ccccc1)C(C)S(=O)(=O)c1ccccc1 (configuration not stated)	-17%	3%	-6%	-4%	1%	-6%	?	-11%
COc1ccccc1CNCc1cc(Br)ccc1OC	7%	-1%	-4%	?	-1%	?	.	-39%[inhibitor]
COc1ccc(/C=C2\SC(=S)N(c3cccnc3)C2=O)cc1	4%	-1%	-2%	8%	-1%	.	.	.
Cc1cc(C(=O)CSc2nnnn2C)c(C)n1CCc1ccc(Cl)cc1	9%	-1%	-10%	-1%	6%	15%	6%	-10%
CS(=O)(=O)Nc1cccc(-c2nc(NCc3ccccc3)c3ccccc3n2)c1	.	.	-6%	.	11%	25µM*	?	.
Oc1[nH]c2ccccc2c1N=Nc1nncc2ccccc12	-4%	-3%	i	?	-4%	.	.	.
COc1cc(NS(=O)(=O)c2ccc(N/C=C(\C#N)c3nc4ccccc4o3)cc2)nc(OC)n1	2%	-1%	-16%	0%	-83%	15%	?	27%
CCOC(=O)c1sc(NC(=S)NC(=O)c2ccccc2)c(C(=O)OCC)c1C	6%	-5%	-9%	-2%	3%	-6%	-8%	13%
Nc1nonc1-c1nc2ccccc2n1CC(=O)NC1CCCC1	-3%	-2%	-8%	9%	1%	-7%	3%	-7%
CCOc1ccc(C(=O)Nc2ccc(NC(=S)NC(=O)CC)cc2)cc1Cl	-3%	2%	-6%	1%	-4%	17%	-11%	-12%
Cc1n[nH]c(C)c1S(=O)(=O)N1CCCC(C(=O)NCc2ccccc2Cl)C1 (configuration not stated)	1%	-1%	24%	8%	3%	-10%	?	-29%
O=C1N[C@@H](Cc2ccccc2)C(=O)N2CCCC12 (some centres not stated)	-1%[201 µM]	-4%[201 µM]	-11%[126 µM]	.	1%[88.7 µM]	15%[120 µM]	.	.

# Record cards, from the list above. Order of values: TRb SRC2 PPI	TR SRC2 fluor cs	RECQ1 helicase	JMJD2E inh	RGS12 GoLoco inh	ALDH1A1 inh	Lamin A splicing	SMN2 splice enh
# COc1cc(NS(=O)(=O)c2ccc(N/C=C(\C#N)c3nc4ccccc4o3)cc2)nc(OC)n1 is listed with 2%	-1%	-16%	0%	-83%	15%	?	27%
# COc1ccccc1N1CCN(C(=O)CCCCCn2c(=O)[nH]c3ccsc3c2=O)CC1 is listed with 3%	2%	-15%	6%	-3%	-3%	-11%[46 µM]	-13%
# CCOC(=O)c1cnc(SCC(=O)Nc2ccccc2C(=O)OC)nc1N is listed with 0%	1%	-4%	-27%	9%	?	?	-91%[inhibitor]

# 3 structures already listed, sorted by heavy-atom count, descending:
Molecule	TRb SRC2 PPI	TR SRC2 fluor cs	RECQ1 helicase	JMJD2E inh	RGS12 GoLoco inh	ALDH1A1 inh	Lamin A splicing	SMN2 splice enh
O=C(CSc1nc2ccccc2c(=O)n1NC(=O)c1ccccc1)c1ccc(Cl)cc1	0%	-4%	-6%	-4%	7%	-16%	5%	?
CCCCN(CCCC)CCn1cnc2c([nH]c3ccc(OC)cc32)c1=O	-1%&2%	-1%&-3%	-1%	?	11%	-13%	-15%	-10%&5%
O=C(NNC(=S)NCCc1ccccc1)c1ccc(Br)s1	7%	0%	-11%	1%	10%	-6%	?	-3%

# More structures follow:
Molecule	TRb SRC2 PPI	TR SRC2 fluor cs	RECQ1 helicase	JMJD2E inh	RGS12 GoLoco inh	ALDH1A1 inh	Lamin A splicing	SMN2 splice enh
CC(=O)C1=C(O)C=C2Oc3c(C(C)=O)c(O)c(C)c(O)c3C2(C)C1=O (configuration not stated)	6%	0%	-17%	?	14%	-4%	.	-1%
O=C(Nc1ccccc1)N1CCN(Cc2ccccc2)CC1	-1%	-1%	-2%	?	-7%	-14%	7%	15%
Cc1ccc(C2NS(=O)(=O)N=C2N)cc1 (configuration not stated)	-12%	1%	6%	6%	2%	5%	-23%	-15%
COc1ccc(/C=C/C(=O)NC(=S)Nc2ccc(C(=O)O)cc2)cc1	-2%	-9%	1%	?	0%	?	2%	15%
O=S(=O)(O)c1ccc(N=Nc2ccccc2)cc1	-6%	-2%	i	0%	-4%[14.2 µM]	2%[13.5 µM]	.	-9%[9.22 µM]
O=[N+]([O-])c1ccccc1Oc1ccc(C(F)(F)F)cn1	-4%	-1%	7%	0%	-2%	14%	.	5%
Cc1ccc2nc(SCC(=O)Nc3nonc3N)[nH]c2c1	1%	-2%	i	-6%	1%	0%	8%[46 µM]	-10%
COc1ccc(C(C#N)N2CCCCC2)cc1OC (configuration not stated)	-2%	0%	-8%	1%	6%	?	-1%	-17%
COc1ccc(C(=O)Nc2ccc(Cc3ccncc3)cc2)cc1Br	5%	-2%	i	-155%	8%	7%	?	-12%
CC/C(C)=N/N1C(=O)c2ccccc2NC1(C)CC (configuration not stated)	4%	-2%	i	5%	14%	?	.	12%
COc1ccc(OC)c(/C=C/C(=O)N(C)CC(=O)Nc2ccc(C)cc2)c1	4%	-1%	i	?	12%	?	?	9%
COc1ccc(C2=NN(C(=O)c3ccc(Cl)c([N+](=O)[O-])c3)C(c3ccccc3)C2)cc1 (configuration not stated)	1%	0%	-3%	6%	7%	?	-5%	-10%
Cn1c(N)c(Br)c(-c2ccc(F)cc2)c(C#N)c1=O	-6%	-4%	-7%	-6%	-1%	6%	-9%[46 µM]	1%
O=C(CCCCCCCCN1C(=O)c2ccccc2C1=O)N1CCOCC1	-2%	-1%	0%	3%	6%	.	.	.
CC1CCN(CC(O)COCCOc2ccc(Br)cc2)CC1 (configuration not stated)	-10%	-1%	-2%	6%	8%	?	-10%	-12%
CN(c1nnc(N)s1)C1CCCCC1	4%	-2%	-7%	8%	5%	-17%	-2%	4%
CO/N=C/c1ccc(N2CCN(C(=O)c3cccc(C(F)(F)F)c3)CC2)c([N+](=O)[O-])c1	-1%	1%	-23%	-2%	4%	?	?	-62%[inhibitor]
O=C(Nc1nccs1)c1cccc(S(=O)(=O)N2CCCCC2)c1	-1%	-4%	-4%	8%	5%	-5%	-14%	2%
O=C(CSc1ccc2nnc(-c3ccccc3)n2n1)NCc1ccc2c(c1)OCO2	3%	1%	i	-30%	0%	9%	-3%	4%
COc1ccc(-n2ncc3c(NC(C)C)ncnc32)cc1	-12%	-3%	-1%	?	1%	-3%	?	2.8µM*
CCOC(=O)C1(Cc2ccccc2)CCN(Cc2cc(OC)c3c(c2)OCO3)CC1	3%[53 µM]	-2%[53 µM]	4%	-3%	4%	-9%	?	.

# High-throughput results (PubChem BioAssay)
